Assay outcomes as filed in PubChem BioAssay.
KCNK3 block: human KCNK3 channel inhibition, primary screen | CHO-KCNK3 thallium flux, FluxOR fluorescence; stronger effect = lower value | B-score at 10 µM | hit rate 0.84% among 340,000;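 active = B-score under library mean minus 4 SD, starting fluorescence ratio at most library mean plus 5 SD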;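 also: more negative B-score means stronger inhibition of thallium flux through KCNK3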
KCNQ1 inh: inhibitors of human KCNQ1 potassium channel; CHO-K1 KCNQ1, FluxOR thallium flux fluorescence; stronger effect = higher value; B-score at 10 µM; hit rate 1.3% among 310,000;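 active = compounds whose thallium flux B-score, printed positive for inhibition, exceeds three library SD while starting fluorescence stays within three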;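 also: channel opened by potassium depolarization with thallium stimulus after 20 min compound exposure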
Target sequence (P51787 whole entry, looked up): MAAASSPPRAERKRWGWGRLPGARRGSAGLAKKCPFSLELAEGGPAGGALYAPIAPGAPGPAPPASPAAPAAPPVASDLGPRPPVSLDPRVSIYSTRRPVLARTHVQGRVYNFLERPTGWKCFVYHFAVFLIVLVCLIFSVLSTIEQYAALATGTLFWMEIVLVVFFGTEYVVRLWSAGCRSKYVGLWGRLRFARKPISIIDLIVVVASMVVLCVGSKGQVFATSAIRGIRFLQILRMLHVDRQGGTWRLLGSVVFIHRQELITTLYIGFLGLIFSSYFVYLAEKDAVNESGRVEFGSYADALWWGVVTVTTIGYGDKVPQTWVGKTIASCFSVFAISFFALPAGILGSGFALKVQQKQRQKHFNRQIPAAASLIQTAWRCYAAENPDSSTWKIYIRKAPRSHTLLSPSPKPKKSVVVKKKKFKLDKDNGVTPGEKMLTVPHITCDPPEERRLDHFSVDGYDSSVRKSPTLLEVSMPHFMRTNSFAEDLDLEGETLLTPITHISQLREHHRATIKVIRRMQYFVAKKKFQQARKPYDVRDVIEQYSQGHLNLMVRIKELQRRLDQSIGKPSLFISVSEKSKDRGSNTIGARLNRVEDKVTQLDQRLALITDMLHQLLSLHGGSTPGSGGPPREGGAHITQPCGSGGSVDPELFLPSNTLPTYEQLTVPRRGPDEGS
KCNQ1 act: potentiates or activates the human KCNQ1 potassium channel; P51787; CHO-K1 KCNQ1, thallium flux FluxOR fluorescence; stronger effect = higher value; B-score at 10 µM; hit rate 0.35% among 310,000; AID 2648;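 active = fluorescence ratio B-score, a plate-corrected score, at least three library SD, with initial intensity B-score within 5 SD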
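Assay system: CHO-K1 cells stably expressing KCNQ1. Medium: assay buffer for compound exposure, DMSO matched across wells. Timing: 37 °C overnight plating, 90-min dark dye load, 20-min compound pretreatment. Signal: kinetic FluxOR fluorescence, 10 s baseline plus 110 s post-stimulus.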
KCNK9 inh: inhibitors of human KCNK9 two-pore domain potassium channel | hit rate 1.2% among 310,000 | Q9NPC2 | B-score at 10 µM | HEK293 KCNK9, FluxOR thallium flux fluorescence; stronger effect = lower value;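 active = ratio B-score over 3 SD below the library mean, with starting fluorescence within 5 SD of its mean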;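 also: negative B-score means less thallium flux so channel inhibition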
HDAC3 inh: inhibitors of human histone deacetylase 3 | recombinant HDAC3, fluorogenic peptide/trypsin coupled, fluorescence | O15379 | AID 2718 | inhibition, % at 8.3 µM | hit rate 0.15% among 320,000; in the data active = inhibition above about 26%, passing the limit was not always enough; inconclusive = no clear call, values can overlap the other calls
Target sequence (O15379 whole entry, looked up): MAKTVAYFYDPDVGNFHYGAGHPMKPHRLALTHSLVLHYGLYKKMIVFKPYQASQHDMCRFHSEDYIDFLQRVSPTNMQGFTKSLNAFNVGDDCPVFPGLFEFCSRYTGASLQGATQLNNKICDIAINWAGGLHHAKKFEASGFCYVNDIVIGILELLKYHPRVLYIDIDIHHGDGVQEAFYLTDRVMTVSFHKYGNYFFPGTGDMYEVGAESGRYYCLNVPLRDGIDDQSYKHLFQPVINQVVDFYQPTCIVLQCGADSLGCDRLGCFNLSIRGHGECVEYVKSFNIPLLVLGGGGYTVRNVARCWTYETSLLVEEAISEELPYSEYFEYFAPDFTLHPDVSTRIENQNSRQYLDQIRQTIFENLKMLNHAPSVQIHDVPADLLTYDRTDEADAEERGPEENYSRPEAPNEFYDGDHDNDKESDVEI
Dyrk1A ADPGlo: blocks rat Dyrk1A kinase activity; hit rate 0.43% among 310,000; Q63470; ADP-Glo luminescence, NFATc1 peptide; inhibition, % at 12.5 µM; in the data active = inhibition above about 50%;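 also: plate controls were vehicle with enzyme for no effect and no enzyme for full effect; many of its hits are not listed in these tables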
hERG rescue: compounds protecting human hERG from proarrhythmic drug block. Q12809. CHO-hERG, FluxOR thallium flux, dofetilide IC70 present. activation (rescue from dofetilide block), less the hit threshold, % at 10 µM. hit rate 0.51% among 310,000. AID 1511;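 active = activation above the mean of controls blocked by dofetilide plus 5 SD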;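 also: thallium influx through hERG after potassium depolarization seen as dye fluorescence rise; in these data hits start at about 4.7%; inactives centre near -7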
GSK3beta inhib: inhibitors of human GSK3beta kinase; GST-GSK3beta kinase, ADP-Glo luminescence, 60 min; stronger effect = lower value; activity score (negative = inhibition), % at 10 µM; hit rate 0.038% among 300,000; AID 2097;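 active = more than half of replicate wells score below -50%, meaning over 50% inhibition versus plate controls; inconclusive = some replicates but at most half score below -50%; inactive = no replicate scores below -50%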;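 also: 0% = median DMSO wells and -100% = median GW8510 positive control wells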
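Assay system: GST-tagged human GSK3beta kinase, cell-free; Input: 1.6 ng GSK3beta; Medium: Tris/MgCl2 kinase buffer; Timing: 60 min enzyme reaction, room temperature; Signal: ADP-Glo luminescence quantifying ADP generated by kinase; Evaluation: score relative to plate controls; Benchmarks: DMSO neutral wells and GW8510 at 20 µM as positive.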
RGS4 act: RGS4 potentiation or activation; HEK293 M3R/inducible RGS4, carbachol calcium flux Fluo4; stronger effect = lower value; B-score at 10 µM; hit rate 0.92% among 310,000;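 active = B-score of the integrated calcium signal more than 4 SD below the library mean, with starting fluorescence not abnormally high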;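 also: negative B-score means reduced calcium response which marks RGS4 activation or potentiation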
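System – HEK293 FlpIn-TREx cells, stable M3R, doxycycline-inducible RGS4 · Reagent – ECmax carbachol challenge · Times – compound preincubation 20 min at room temperature before agonist · Technique – Fluo4 fluorescence kinetic imaging of calcium · Measure – B score of integrated Fluo4 ratio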
PolyA inhibitor: blocks polyadenylation in yeast reporter cells; S. cerevisiae SKY197-pL101 polyadenylation reporter, beta-gal luminescence; efflux-impaired pdr1/pdr3 knockout yeast; score 100 = 6 SD above DMSO; calls only at 12 µM; hit rate 0.02% among 300,000; AID 1875;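 active = lowest replicate activity score at least 50, where 100 means six control SD above control mean; inconclusive = lowest score under 50 but half or more replicates reach 50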;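 also: yeast exposed to compound for 9 h at 30 °C; higher score means more reporter readthrough which indicates perturbed polyadenylation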
GSK3 alpha inh: inhibitors of human GSK-3 alpha kinase | inhibition, % at 10 µM | ADP-Glo luminescence, 60 min | hit rate 0.1% among 320,000 | AID 2650;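 in the data active = inhibition above about 50%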;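 also: GST-tagged GSK-3 alpha with peptide substrate and 25 µM ATP; 0% = DMSO neutral wells and 100% = GW8510 positive control wells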
* hit, by the source's call; i = inactive; u = inconclusive; x = no result given. This is a subset; the hit share may differ from the screen's.

SMILES	KCNK3 block	KCNQ1 inh	KCNQ1 act	KCNK9 inh	HDAC3 inh	Dyrk1A ADPGlo	hERG rescue	GSK3beta inhib	RGS4 act	PolyA inhibitor	GSK3 alpha inh
Cn1cccc1Cc1nnc(SCC(=O)N2CCCc3ccccc32)n1-c1ccc(F)cc1	i	i	i	i	0	-2	-13	-1	i	i	-3
CCn1cc(C(=O)NCCc2ccc(C)cc2)c(=O)c2cc(S(=O)(=O)N(C)C)ccc21	x	i	i	i	6	x	1	1	i	i	-2
Cc1cc(C)c2oc(C(=O)NC3CCS(=O)(=O)C3)cc(=O)c2c1 (configuration not stated)	i	i	i	i	6	-2	-9	-5	i	i	0
CCCCOc1ccc(N=Nc2ccc(N)nc2N)cn1	i	i	i	i	6	-2	-4	2	i	i	7
Cn1c(SCC(=O)c2ccccc2)nnc1-c1cccs1	i	i	i	i	1	6	-14	3	i	i	0
O=C(OCCOc1cccc(Cl)c1)c1ccc2ncsc2c1	i	i	i	i	8	-2	-13	1	i	i	2
CCc1ccc(S(=O)(=O)N2CCN(C(=O)C3CCN(C(C)=O)CC3)CC2)cc1	i	i	i	i	-3	3	-7	1	i	i	-3
O=C(NCCCNC(=O)c1ccco1)c1ccc(F)cc1	i	i	i	i	1	10	-8	2	i	i	1
COC(=O)c1c(C)cc(O)c(C)c1O	i	i	i	i	3	-1	-6	4	i	i	2
COC(=O)CCC(=O)NC(=S)Nc1cc(Cl)ccc1Cl	i	i	i	i	4	-8	3	-1	i	i	-3
CC(NC(=O)Cn1cccc1C(=O)c1ccccc1)c1ccc2c(c1)OCCO2 (configuration not stated)	i	i	i	i	1	13	-11	6	i	i	2
CC(C)CN(CC(C)C)S(=O)(=O)N1CCC(C(=O)NCc2cccs2)CC1	i	i	i	i	-8	-2	-7	-1	i	i	-2
O=C(Cc1ccccc1)Nc1ccc(NC(=O)c2cccs2)cc1	i	i	i	i	1	0	-3	3	i	i	-1
Cc1ccc2c(Cn3ccnc3)cc(=O)oc2c1C	i	i	i	i	0	10	-1	0	i	i	-1
Cc1nnsc1-c1onc(C)c1C(=O)O/N=C/c1ccc(Cl)cc1	i	i	i	i	-5	-12	-5	-2	i	i	0
S=C(Nc1nc2c(s1)CCCC2)NC1CC1	i	i	i	i	-1	-5	-2	-1	i	i	2
O=C(Nc1ccc(-c2noc(CCc3ccccc3)n2)cc1)c1ccco1	i	i	i	i	-3	3	-10	0	i	i	2
CCN(CC)CCNC(=O)c1ccc(NC(=O)COc2ccccc2F)cc1	i	i	i	i	3	-61	-5	1	i	i	-1
COC(=O)c1ccc(Cl)c(NC(=O)NC2CCCCC2)c1	i	i	i	i	-1	9	-8	2	i	i	0
CC(C)CC(=O)NC(=S)N(Cc1ccccc1)Cc1ccccc1	i	i	i	i	7	3	1	4	i	i	-2
CCOc1cc(Br)c(CN2C(=O)NC3(CCCCCC3)C2=O)cc1OCC	i	i	i	i	-8	-7	-7	0	i	i	5
N#CCSc1ccc2nc(-c3ccccc3)cn2n1	i	i	i	i	-52	-3	-8	-1	i	i	-1
c1ccc(Nc2nc3ccccc3n3nnnc23)cc1	i	i	i	i	-2	-3	-9	-3	i	i	1
O=C(CSc1ncn(-c2ccccc2)n1)Nc1nncs1	i	i	i	i	-1	0	-4	4	i	i	-2
CCCN(CCC)C(=O)C1CC(=O)OC12CCCCC2 (configuration not stated)	i	i	i	i	4	1	-2	1	i	i	2
OC(CN1CCCC(C(F)(F)F)C1)c1ccccc1 (configuration not stated)	i	i	i	i	-2	-3	-6	4	i	i	-4
Cc1onc(-c2ccccc2Cl)c1C(=O)Nc1ccc(-n2nncc2C(C)(C)C)cc1	i	i	i	i	-2	0	-12	3	i	i	-1
CCOC(=O)c1c(NC(=O)COC(=O)/C=C/c2ccco2)sc2c1CC(C)(C)NC2(C)C	i	i	i	i	-3	9	-17	2	i	i	-1
CCc1cccc(C)c1NC(=S)N(CCCN1CCOCC1)Cc1cccnc1	i	i	i	i	-4	-6	-3	2	i	i	-2
CSc1nnc(-c2cccn(Cc3cccc(Cl)c3)c2=O)o1	i	i	i	i	-25	x	-10	1	i	i	-1
C=CCOc1ccc(/C=N/Nc2ccccn2)cc1OC	i	i	i	i	-8	x	-9	2	i	i	-1
Cc1ccccc1CC(=O)c1ccc(O)c(C)c1O	-13*	i	i	i	10	9	-12	0	i	i	-2
CCn1c(CC(=O)Nc2cccc(Cl)c2Cl)nnc1SCCOc1ccc(OC)cc1	i	i	i	i	1	-6	-15	4	i	i	2
CC(C)n1c(NCc2ccc(N(C)C)cc2)nc2ccccc21	i	i	i	i	6	6	-15	-2	i	i	4
O=C(NCCCn1ccnc1)/C(=C\c1cccnc1)NC(=O)c1ccccc1F	i	i	i	i	-2	-2	-14	1	i	i	-2
COc1ccc(CC(=O)N/N=C(\C)c2cccnc2)cc1	i	i	i	i	-11	-2	0	0	i	i	0
COC(=O)c1cc(NS(=O)(=O)c2ccc(OC)c(OC)c2)ccc1Cl	i	i	i	i	1	2	-15	4	i	i	-1
CCN1CCN(CCC(=O)Nc2cc(OC)ccc2OC)CC1	i	i	i	i	-5	-1	-2	x	i	i	-2
Cc1nc(SC(C(=O)c2ccccc2)c2ccccc2)nc2ccccc12 (configuration not stated)	i	i	i	i	-2	-5	-9	10	i	i	0
COc1ccc(CCN2C(=O)CC(N3CCN(S(=O)(=O)c4ccccc4)CC3)C2=O)cc1 (configuration not stated)	i	i	i	i	-6	-5	-8	0	i	i	-1
CCOC(=O)C1=C(C)N=C2SC(C(=O)OC)=CC(=O)N2C1c1cc(OC)c(OC)c(OC)c1 (configuration not stated)	i	i	i	i	8	-1	-8	1	i	i	-2
Cc1cc(/C=N/n2cnnc2)c(C)n1-c1ccc2c(c1)OCO2	i	i	i	i	-2	1	-14	-4	i	i	-2
COc1ccccc1CNC(=O)C1CC2Cn3c(nc4cc5ccccc5cc43)C2N1C (configuration not stated)	i	i	i	i	0	0	-6	2	i	i	0
Nc1ccc(Sc2ccccc2Cl)nc1	i	i	i	i	2	10	-8	1	i	i	1
CC(C)CNC(=O)C1CC(=O)OC12CCCCC2 (configuration not stated)	i	i	i	i	-5	14	-5	-7	i	i	1
CCCCOP(=O)(OCCCC)C(O)c1ccc(F)cc1 (configuration not stated)	i	i	i	i	-3	-6	-6	-17	i	i	-2
Cc1noc(NC(=O)c2ccccc2C(F)(F)F)c1C#N	i	i	i	i	-1	1	0	0	i	i	-3
Cc1ccc(NC(/C=C/N(C)C)=C/C(=O)C(F)(F)F)c(C)c1	i	i	i	i	-1	-4	-4	2	i	i	1
COc1ccc(C(CNC(=O)c2oc3cc(C)c(Cl)cc3c2C)N2CCCCC2)cc1 (configuration not stated)	i	i	i	i	-3	2	-18	-1	i	i	3
Cc1cc(C)c2nc(-c3ccco3)cc(C(=O)O)c2c1	i	i	i	i	x	-7	-7	6	i	i	x

Going on with the list.
SMILES	KCNK3 block	KCNQ1 inh	KCNQ1 act	KCNK9 inh	HDAC3 inh	Dyrk1A ADPGlo	hERG rescue	GSK3beta inhib	RGS4 act	PolyA inhibitor	GSK3 alpha inh
COCC1CCN(C(=O)C2CCC(=O)N(C3CCCC3)C2)CC1 (configuration not stated)	i	i	i	i	7	0	-4	6	i	i	-2
CC1CCN(C(=O)CSc2nnc3c(n2)[nH]c2ccccc23)CC1	i	i	i	i	2	-5	-2	1	i	i	-1
O=C1N=C(N2CCOCC2)S/C1=C/c1ccc(-c2ccc(F)cc2)o1	i	i	i	i	3	6	-15	-2	i	i	2
CCOc1ccc(C(c2c(C)[nH][nH]c2=O)c2c(C)[nH][nH]c2=O)cc1OCC	i	i	i	i	-1	-4	-4	3	i	i	-1
Cc1cccc(NC(=O)c2ccc(N3CCOCC3)c([N+](=O)[O-])c2)n1	i	i	i	i	6	7	-1	-10	i	i	-3
FC(F)(F)c1nc2cc3nc4ccccc4[nH]c3cc2n1	i	i	i	i	-2	15	-10	1	i	x	0
O=S(=O)(/C=C/c1ccccc1)N1CCN(c2ccc(F)cc2)CC1	i	i	i	i	1	-5	-3	-4	i	i	-2
O=C(CN1CCCCCC1)N1c2ccccc2Sc2ccccc21	i	i	i	i	1	6	-3	-2	-11*	i	0
COc1cc2c(cc1OC)C(c1ccncc1)CC(=O)N2 (configuration not stated)	i	i	i	i	-12	4	-7	-4	i	i	2
O=S(=O)(NC1CCCCC1N1CCN(c2cccc(Cl)c2)CC1)c1ccccc1 (configuration not stated)	-10*	i	i	-13*	2	-3	-9	-1	i	i	x
CC(C)CC(COCc1cccc(Cl)c1)N1CCN(C(=O)c2cccc(C(F)(F)F)c2)CCC1=O (configuration not stated)	i	i	i	i	3	15	-10	2	i	i	0
COc1cccc(NC(=O)c2cc3ccccc3cc2OC)c1	i	i	i	i	-2	x	0	1	i	i	-2
O=S1(=O)CCN2C=C(Br)C=C(Br)C2=N1	i	i	i	i	-13	5	-11	0	i	i	0
COc1ccccc1N1CCN(c2ccc([N+](=O)[O-])cn2)CC1	i	i	i	i	-5	4	-6	1	i	i	0
O=C1C2ON(c3ccccc3)C(c3ccncc3)C2C(=O)N1c1ccc(Br)cc1 (configuration not stated)	i	i	i	i	4	-5	-13	3	i	i	-2
COc1ccc(NC(=O)c2cc3c(COC(C)=O)cnc(C)c3oc2=Nc2cccc(C(=O)O)c2)c(OC)c1	i	i	i	i	9	-7	-4	0	i	i	-1
CC(C)Cn1c(-c2ccco2)n[nH]c1=S	i	i	i	i	u	1	-12	4	i	i	-3
COc1cccc(OC)c1OCCCN1CCC(Cc2ccccc2)CC1	i	i	i	i	-5	-2	-10	1	i	i	0
CC(C)c1nnc(SCC(=O)Nc2ccc3c(c2)OCCO3)n1C	i	i	i	i	6	-3	-5	0	i	i	4

Single records, from the list above:
Profile of COc1cccc(NC(=O)c2cc3ccccc3cc2OC)c1 → KCNK3 block = i; KCNQ1 inh = i; KCNQ1 act = i; KCNK9 inh = i; HDAC3 inh = -2; Dyrk1A ADPGlo = x; hERG rescue = 0; GSK3beta inhib = 1; RGS4 act = i; PolyA inhibitor = i; GSK3 alpha inh = -2
Profile of O=S1(=O)CCN2C=C(Br)C=C(Br)C2=N1 → KCNK3 block = i; KCNQ1 inh = i; KCNQ1 act = i; KCNK9 inh = i; HDAC3 inh = -13; Dyrk1A ADPGlo = 5; hERG rescue = -11; GSK3beta inhib = 0; RGS4 act = i; PolyA inhibitor = i; GSK3 alpha inh = 0
